Compound activity deposited in PubChem BioAssay by several laboratories.
MT stabilize HCS = stabilizes microtubules in HeLa cells; HeLa tubulin immunostaining HCS, 24 h; share of cells brighter than vehicle mean+2SD; % tubulin-high responders, % at 10 µM; 0.83% of 200,000 active; AID 2205;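 active means plate Z-score above 3 for both tubulin-high and condensed-nucleus cell shares, with cell loss under 80%, at 10 µM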;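 further: anti alpha tubulin signal scored within the nucleus-defined area of each cell; some results filed as inactive read as strong as hits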
Hep lipid drop = modulators of hepatic lipid droplet formation; AML12 mouse hepatocytes, oleate lipid droplets, BODIPY imaging; inhibition, % at 6.5 µM; 0.4% of 240,000 active;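 active means lipid droplet intensity inhibited by at least 50%, with more than 500 cells counted; inconclusive means wells with under 300 cells, treated as cytotoxic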
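Assay system: AML12 mouse liver cells | Compound: 6.5 µM single-point dosing | Schedule: Overnight exposure | Technique: Fluorescence imaging, 20x objective, two fields per well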
WT yeast gro inh = growth inhibition of WT yeast, mitochondrial fusion screen; mitochondrial fusion phenotypic screen, WT strain; inhibition, % at 10 µM; 2.1% of 190,000 active; AID 1362; in the data active means inhibition above about 58%; tested in S. cerevisiae
XIAP displacement = XIAP antagonists, biochemical, IAP family, fluorescence polarization (AID 1018); 0.007% of 200,000 active; displacement, % at 20 µM, or IC50 in µM where a hit was titrated; XIAP BIR domain, fluorescence polarization peptide displacement; higher % means a stronger effect; in the data active means displacement above about 50%; further: a part of the inactive calls stands beside numbers as strong as those of hits
CSM14.1 death rescue = protection against thapsigargin-triggered cell killing – 384-well, CSM14.1, ATP luminescence, primary screen (AID 1222). cellular ATP content (survival), % at 20 µM, or EC50 in µM where a hit was titrated. CSM14.1 thapsigargin-induced death rescue, ATP luminescence; higher % means a stronger effect. 190,000 tested, under 10 active;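 active means EC50 below 50 µM in the dose-response confirmation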;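 further: death triggered by thapsigargin at about 15 µM added after 2 h compound pretreatment; cell ATP read after overnight thapsigargin exposure of roughly 18 to 22 hours; normalized against plate controls of thapsigargin alone and 5% DMSO vehicle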
Autophagy mod = alters autophagy in cells. MEF GFP-LC3 puncta imaging; test concentration mostly 10 µM. AID 463193. 0.98% of 190,000 active. calls only at 10 µM (by protocol);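 active means percentage of spot-positive cells more than 3 SD above its plate mean, without a fluorescence outlier flag or 80% toxicity; inconclusive means no clear call, values can overlap the other calls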;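 further: spot-positive cell cutoff set from DMSO-treated cells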
b-catenin transl = beta-catenin nuclear translocation modulation; HeLa beta-catenin nuclear translocation, immunofluorescence imaging; nuclear translocation activity, % at 5 µM; 0.3% of 190,000 active; AID 1665;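 active means nuclear translocation activity above 50% at 5 µM, with a well cell count of 50 or more; inconclusive means wells under 50 cells across six images, flagged as toxic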;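 further: per-cell ratio of nuclear to cytoplasmic median beta-catenin stain intensity; plate controls were DMSO negative control for no effect and GSK-3 inhibitor IX positive control for full effect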
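Assay system: human HeLa cells, native beta-catenin; doses: 5 µM primary, 0.02–20 µM confirmation; incubation: compound treatment 24 h, 37°C, 5% CO2; technique: fluorescence imaging of beta-catenin antibody stain plus DAPI; measure: % activation, nuclear-to-cytoplasmic median beta-catenin signal ratio per cell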
Ins promoter up = MIN6 insulin promoter up-regulation. MIN6 insulin promoter-GFP reporter, high-content imaging; hits give high values. z-score at 5 µM. 0.3% of 190,000 active. AID 1625;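 active means z-score above 3 at 5 µM with at least 500 cells counted in the well; inconclusive means wells under 500 cells, flagged as cytotoxic or low count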
Dynein transport = dynein cargo transport inhibition. z-score, hits read low. 3617.4 mouse cells, GR-EGFP nuclear translocation imaging; test concentration mostly 20 µM; stimulated with dexamethasone, 1 µM; hits give low values. 0.47% of 220,000 active. AID 1381;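 active means plate z-score of nuclear minus cytoplasmic receptor signal below a set negative limit, without overly bright fluorescence or cell loss, cut at about -3.5 in these data, passing the limit was not always enough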;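 further: z-score of nuclear minus cytoplasmic ring GR-EGFP intensity difference per well; some compounds called inactive have numbers as strong as hits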
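Also added: dexamethasone, 1.0 µM final. Medium: tet-free, stripped-serum medium. Detection: fixed, Hoechst-stained cells imaged at 10x for EGFP. Read-out: nuclear-to-cytoplasmic GR-EGFP distribution per well. Times: induction 48 h, compound 1 h, agonist 30 min.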
WT yeast gro inh mutant strain = recorded beside WT yeast gro inh, whose call it bears; inhibition, %; mitochondrial fusion phenotypic screen, mutant strain inhibition
Dynein transport cytoplasmic EGFP = second read-out of Dynein transport, no call of its own (marks repeat the call); z-score; measured here: cytoplasmic GR-EGFP intensity; hits give high values
Dynein transport nuclear GR-EGFP = further read-out of Dynein transport, marked with its call; z-score; measured here: nuclear GR-EGFP intensity;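 lower value marks the stronger effect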
Dynein transport cell count = recorded beside Dynein transport, whose call it bears; z-score; measured here: cell count per field
Ins promoter up cell count = recorded beside Ins promoter up, whose call it bears; cell count; measured here: cytotoxicity, nuclei count;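 total cells summed across four imaged fields per well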
Hep lipid drop cells 6.5 µM = also measured in Hep lipid drop; calls as there; cell count; measured here: cell count, cytotoxicity flag;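 cells counted across two imaged fields per well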
b-catenin transl cell count 5 µM = also measured in b-catenin transl; calls as there; cell count; measured here: cell count, cytotoxicity flag
MT stabilize HCS Hoechst-high % = recorded beside MT stabilize HCS, whose call it bears; % Hoechst-high responders; measured here: nuclear condensation Hoechst responders;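 share of cells brighter than vehicle mean plus two SD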
MT stabilize HCS cytotoxicity % = second read-out of MT stabilize HCS, no call of its own (marks repeat the call); toxicity, %; measured here: cytotoxicity by cell density;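 0% = mean cell density of plate MIN control wells and 100% = no cells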
Autophagy mod cell loss 18 h = recorded beside Autophagy mod, whose call it bears; toxicity, %; measured here: cell loss, nuclei count;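 cell loss after 18 h compound exposure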
Active calls of the source: *; i = inactive; ? = inconclusive; / = no result given.

SMILES	MT stabilize HCS	MT stabilize HCS Hoechst-high %	MT stabilize HCS cytotoxicity %	Hep lipid drop	Hep lipid drop cells 6.5 µM	WT yeast gro inh	WT yeast gro inh mutant strain	XIAP displacement	CSM14.1 death rescue	Autophagy mod	Autophagy mod cell loss 18 h	b-catenin transl	b-catenin transl cell count 5 µM	Ins promoter up	Ins promoter up cell count	Dynein transport	Dynein transport cytoplasmic EGFP	Dynein transport nuclear GR-EGFP	Dynein transport cell count
CC(=O)c1cccc(NC(=O)/C=C/c2ccc([N+](=O)[O-])s2)c1	18	4.6	23	0	725	-11	14	-2.2%	0.1%	i	11	6.9	1061	?	/	-0.19	-0.16	-0.42	0.5
CCOC(=O)c1c(NC(=O)CSc2nnc(-c3c[nH]c4ccccc34)n2CC)sc2c1CCCC2	5.2	3.5	3.8	-25	681	7	-17	-3.3%	-0.6%	i	-30	-0.8	564	-1.4	1137	-0.11	-0.24	0.83	-0.09
CCOC(=O)c1c(-c2ccc(C)o2)csc1NC(=S)NC(=O)c1ccccc1Br	2.7	2.3	3.1	-21	697	2	2	-7.9%	-2.9%	i	9	-0.9	1063	-0.44	1777	1	-0.023	0.36	-0.22
Cc1ccc2nc(C3CCCN3Cc3nc(CCC(C)C)no3)[nH]c2c1 (stereo not drawn)	3.1	2.4	6.7	-10	685	31	21	-7.9%	0.5%	i	6	-2.0	1220	-0.75	1269	-0.41	0.44	-0.014	0.49
CCOC(=O)c1ccc(NC(=O)COc2ccccc2CNCCc2ccccc2)cc1	3.3	3.0	13	-1	663	40	29	-5.7%	-4.5%	i	17	1.1	901	-0.61	1241	0.48	-0.017	1.1	-1.7
CC(=O)c1ccc(Sc2nnnn2-c2ccccc2)c([N+](=O)[O-])c1	3.0	2.2	6.5	-1	647	-10	-9	-4.7%	-3.2%	i	16	-0.4	869	0.91	1179	-4.3*	0.74*	-2.7*	0.11*
Cc1cc(Cl)ccc1NC(=O)Cn1cncn1	3.6	1.0	2.9	-11	681	-8	-15	-2.9%	-0.2%	i	0	-2.1	1005	0.1	1587	1.6	-0.28	0.79	-1.4
COc1ccc(CCn2c(C3CCCCC3)nc3c(c(=O)c4ccccc4n3C)c2=O)cc1	/	/	/	-2	634	/	/	/	/	/	/	51*	272*	-3.4	522	0.38	-0.11	0.61	0.27
C=C(C)C1CCC(C)=C1CC(C)(C)/C=N\n1cnnc1 (stereo not drawn)	2.3	2.4	8.3	-2	747	40	16	-6.5%	-2.6%	i	-7	-3.5	1109	-2.4	1014	0.13	-0.23	0.21	0.23
Nc1ccn(-c2ccccc2)c(=O)c1	5.5	1.6	6.6	/	/	15	4	1.8%	1.8%	i	-7	-0.1	1198	1.2	1323	-0.77	-0.22	-0.097	1.2
COc1ccccc1/C=C1\Cc2ccccc2C1=O	/	/	/	18	655	/	/	/	/	/	/	-3.1	1119	0.22	1346	-0.48	-0.22	-0.12	0.35
COc1cc(S(=O)(=O)Nc2c(C)cc(C)cc2C)ccc1Cl	2.9	1.8	3.0	26	806	11	0	-7.1%	-2.7%	i	0	/	/	1.2	927	0.021	0.21	0.22	0.064
Cc1ccc(C2=N/C(=C\c3cccs3)C(=O)N2Nc2ccccc2)cc1	2.9	2.8	5.4	/	/	26	25	-0.7%	-1.8%	i	-6	-1.7	844	1.4	1348	0.8	0.19	0.42	-1.3
CN(C)Cc1nc2c([nH]1)c(=O)n(C)c(=O)n2C	3.0	2.5	3.4	-4	594	5	-11	-11%	1.1%	i	9	-0.6	1078	0.8	1548	0.65	-0.13	0.47	-0.68
Cc1ccc(C)c(NC(=S)N2CCN(c3cccc(C(F)(F)F)c3)CC2)c1	1.7	0.6	7.6	/	/	31	40	-5.4%	-2.4%	i	16	-1.2	1362	-0.97	1348	0.25	-0.2	0.69	-0.24
O=C(NCCCNc1ccc(C(F)(F)F)cc1[N+](=O)[O-])c1ccc(Cl)cc1	1.0	2.3	7.6	/	/	14	9	-5.7%	-2.3%	i	-8	-1.7	1441	0.34	1438	-0.64	0.088	-0.44	0.7
CN(Cc1ccccc1)C(=O)c1c[nH]c2ccc(S(=O)(=O)N3CCOCC3)cc2c1=O	4.8	1.1	7.1	-10	783	-7	-15	-1.7%	1.3%	i	0	-1.7	465	0.66	979	-0.19	-0.22	0.43	0.73
O=C(NC1CCCC1)c1ccc(Br)s1	3.0	2.7	4.6	-1	748	-5	-2	-3.0%	-0.4%	i	36	-0.2	1151	0.21	1185	-1.3	-0.25	-0.048	0.48
Cc1ccc(/C=C/C(=O)NCCCc2ccccc2)cc1	9.0	1.6	7.2	1	643	9	-22	-2.4%	-2.0%	i	5	-0.2	1088	0.53	1487	1.9	0.019	1.2	-1.2
COc1ccc2c(c1OC)C(=O)OC2Nc1ccccn1 (stereo not drawn)	2.1	1.0	19	0	739	-4	-8	-3.3%	-4.2%	i	1	-1.7	885	0.91	1212	-0.92	-0.086	-0.083	0.53
Cc1cccc(NC(=S)N2CCN(S(=O)(=O)c3cccc(F)c3)CC2)c1	2.3	2.6	5.0	14	698	12	-2	-2.1%	-0.3%	i	5	-1.9	1123	-0.21	1596	-1.1	-0.3	-1	0.88
Cc1ccnc(NC(=O)CCCOc2cc(=O)n(C)c3ccccc23)c1	12	4.8	8.7	/	/	14	0	-3.7%	-0.8%	i	27	21	915	0.41	1070	-0.21	-0.28	0.1	0.048
CCN1CCN(C(c2ccc(F)cc2)c2nnnn2Cc2cccs2)CC1 (stereo not drawn)	1.7	1.7	4.3	/	/	-5	7	-7.6%	-0.5%	i	-2	-2.2	863	/	/	-0.65	-0.16	-0.045	-0.11
O=C(COC(=O)c1ccc[nH]c1=O)Nc1cc(S(=O)(=O)N2CCCCC2)ccc1Cl	3.8	2.1	5.2	-2	663	-7	-5	-6.6%	-5.5%	i	-9	-0.7	1137	0.19	1283	-0.42	-0.08	-0.06	0.077
N#CCc1nc2c3c4c(sc3ncn2n1)CCCC4	2.7	0.8	17	/	/	8	15	-7.5%	-1.2%	i	-12	/	/	-0.42	955	-0.85	0.39	-0.42	0.5
O=C1c2ccccc2C(=O)N1CSc1nnc2c3ccccc3n(CCc3ccccc3)c2n1	1.9	1.7	3.1	7	825	/	/	-1.7%	2.1%	i	2	1.4	1060	1.2	874	-0.8	-0.16	-0.19	0.16
CCc1cc2c(cc(C(=O)O)n2C)s1	1.8	2.5	8.6	19	819	-9	0	3.2%	-1.2%	i	-4	/	/	1.5	818	0.0012	-0.2	0.23	0.066
O=C(NCCCN1CCOCC1)C(=O)N/N=C/c1c(Cl)cccc1Cl	2.4	1.5	1.4	-1	622	11	3	14%	1.6%	i	-10	1.3	1555	0.05	1414	1.8	-0.046	0.54	-2.1
Cn1c(SCC(=O)NCCN2C(=O)CSC2=O)nnc1-c1ccccc1	1.5	2.3	2.4	-1	583	-9	-3	-3.2%	1.7%	i	-10	0.5	532	-0.17	1406	0.26	-0.24	0.42	-0.82
CCOc1ccc(NC(=O)N(C2CCCCCC2)C2CCN(C(C)=O)CC2)cc1	0.8	1.1	10	/	/	-2	1	-20%	-1.9%	i	0	-3.3	1380	0.55	1558	0.43	-0.15	-0.004	0.018
COc1ccccc1-n1cnnc1SC1CCOC1=O (stereo not drawn)	1.6	2.2	15	/	/	6	7	-1.4%	-2.7%	i	3	-3.1	877	-0.05	1298	0.3	-0.018	0.34	-0.64
CC(NC(=O)c1ccccc1F)c1ccccc1 (stereo not drawn)	/	/	/	-3	744	/	/	/	/	/	/	-0.7	1237	0.42	1402	0.85	0.84	0.49	-0.59
COc1ccccc1C/C(N)=N/OC(=O)c1ccc2c(c1)OCO2	4.5	2.3	0.4	2	728	-2	12	-2.7%	-0.1%	i	2	1.4	972	-0.06	1038	-0.19	-0.26	-0.26	0.52
COc1c(C(O)CC(C)C)ccc2c1C(=O)OCc1cc(C)cc(O)c1O2 (stereo not drawn)	1.2	3.0	12	-50	722	10	3	-4.4%	-0.8%	i	-14	-0.5	1023	-0.33	1291	-0.66	-0.23	-0.25	0.13

Part of the list above, with each value named:
Cn1c(SCC(=O)NCCN2C(=O)CSC2=O)nnc1-c1ccccc1
  MT stabilize HCS: 1.5	MT stabilize HCS Hoechst-high %: 2.3	MT stabilize HCS cytotoxicity %: 2.4	Hep lipid drop: -1	Hep lipid drop cells 6.5 µM: 583	WT yeast gro inh: -9	WT yeast gro inh mutant strain: -3	XIAP displacement: -3.2%	CSM14.1 death rescue: 1.7%	Autophagy mod: i	Autophagy mod cell loss 18 h: -10	b-catenin transl: 0.5	b-catenin transl cell count 5 µM: 532	Ins promoter up: -0.17	Ins promoter up cell count: 1406	Dynein transport: 0.26	Dynein transport cytoplasmic EGFP: -0.24	Dynein transport nuclear GR-EGFP: 0.42	Dynein transport cell count: -0.82
CCc1cc2c(cc(C(=O)O)n2C)s1
  MT stabilize HCS: 1.8	MT stabilize HCS Hoechst-high %: 2.5	MT stabilize HCS cytotoxicity %: 8.6	Hep lipid drop: 19	Hep lipid drop cells 6.5 µM: 819	WT yeast gro inh: -9	WT yeast gro inh mutant strain: 0	XIAP displacement: 3.2%	CSM14.1 death rescue: -1.2%	Autophagy mod: i	Autophagy mod cell loss 18 h: -4	b-catenin transl: /	b-catenin transl cell count 5 µM: /	Ins promoter up: 1.5	Ins promoter up cell count: 818	Dynein transport: 0.0012	Dynein transport cytoplasmic EGFP: -0.2	Dynein transport nuclear GR-EGFP: 0.23	Dynein transport cell count: 0.066
